Compound activity: PubChem, National Center for Advancing Translational Sciences (NCATS)
KDM5B inh = Primary screen for KDM5B Histone Demethylases FDH-coupled qHTS. KDM5B demethylase, FDH-coupled NADH fluorescence (FDH is formaldehyde dehydrogenase). AID 1347165, 2019. actives 2.6% (n = 220,000). Potency, µM (series often up to 57.7 µM), for inactives: top-dose activity change, negative = inhibition, usual class: inhibitors; active = well fitted inhibition curve with a large enough effect; inconclusive = small, poorly fitted or top-dose-only effect; inactive = no such curve, though single readings can be large or run the other way; note: 0% is about no effect; nearly all actives have a fitted effect of over 70% in size
Target sequence (Q9UGL1 whole entry, looked up): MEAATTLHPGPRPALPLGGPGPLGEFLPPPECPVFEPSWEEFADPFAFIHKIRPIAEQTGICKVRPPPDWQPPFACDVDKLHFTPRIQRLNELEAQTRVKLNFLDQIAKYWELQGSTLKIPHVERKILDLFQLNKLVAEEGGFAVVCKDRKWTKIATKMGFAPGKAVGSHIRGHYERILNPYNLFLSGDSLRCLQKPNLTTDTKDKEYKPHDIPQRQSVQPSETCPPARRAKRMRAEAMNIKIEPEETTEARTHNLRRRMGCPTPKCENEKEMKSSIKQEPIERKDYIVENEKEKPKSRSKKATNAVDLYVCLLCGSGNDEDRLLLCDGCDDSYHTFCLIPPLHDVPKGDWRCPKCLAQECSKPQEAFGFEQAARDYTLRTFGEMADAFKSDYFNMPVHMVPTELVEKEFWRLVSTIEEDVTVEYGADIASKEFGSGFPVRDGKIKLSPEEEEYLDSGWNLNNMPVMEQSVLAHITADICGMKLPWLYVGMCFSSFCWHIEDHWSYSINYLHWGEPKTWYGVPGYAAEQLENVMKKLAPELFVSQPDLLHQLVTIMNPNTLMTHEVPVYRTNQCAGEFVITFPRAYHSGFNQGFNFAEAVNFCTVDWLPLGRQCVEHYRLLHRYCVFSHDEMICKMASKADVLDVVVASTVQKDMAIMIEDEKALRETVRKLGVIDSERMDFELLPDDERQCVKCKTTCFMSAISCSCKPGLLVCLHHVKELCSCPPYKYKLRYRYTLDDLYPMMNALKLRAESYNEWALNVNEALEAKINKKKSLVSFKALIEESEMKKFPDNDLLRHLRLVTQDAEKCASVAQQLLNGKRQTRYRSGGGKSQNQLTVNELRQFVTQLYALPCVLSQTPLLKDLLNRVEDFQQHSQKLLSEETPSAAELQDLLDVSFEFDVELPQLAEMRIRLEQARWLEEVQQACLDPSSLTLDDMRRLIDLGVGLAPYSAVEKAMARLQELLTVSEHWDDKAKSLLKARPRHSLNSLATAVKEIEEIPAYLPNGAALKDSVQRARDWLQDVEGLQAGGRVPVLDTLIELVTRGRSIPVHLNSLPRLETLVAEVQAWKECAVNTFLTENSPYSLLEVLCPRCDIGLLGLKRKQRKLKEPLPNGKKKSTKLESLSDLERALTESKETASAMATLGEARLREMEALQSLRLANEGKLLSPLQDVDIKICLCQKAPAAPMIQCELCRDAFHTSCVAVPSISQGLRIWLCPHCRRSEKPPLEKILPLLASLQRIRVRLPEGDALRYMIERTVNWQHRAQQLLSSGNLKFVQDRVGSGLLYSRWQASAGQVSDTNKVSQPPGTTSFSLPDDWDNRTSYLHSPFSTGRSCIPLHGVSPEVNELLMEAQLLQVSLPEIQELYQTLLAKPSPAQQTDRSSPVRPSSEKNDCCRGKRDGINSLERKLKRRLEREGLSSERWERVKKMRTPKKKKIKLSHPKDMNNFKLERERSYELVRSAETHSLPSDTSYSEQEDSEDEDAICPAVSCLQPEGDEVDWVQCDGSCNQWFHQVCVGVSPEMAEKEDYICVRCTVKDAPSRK
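KDM5BΔAP (200 nM final) in 50 mM HEPES pH 7.5, 0.01% Tween-20 was preincubated 10 min at RT with compound over a concentration range. Substrate mix (H3K4me3 12.5 µM, α-KG 25 µM, Fe²⁺, ascorbate, NAD⁺, FDH) was added, and NADH fluorescence change over 30 min gave dose-response curves.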
The depositor's hits bear a star; ? = inconclusive; & = joins results of further samples; [ ] = another dose, or the depositor's remark. Potency is the fitted concentration of half-maximal effect. An excerpt (hit frequency here may not be typical).

KDM5B inh	Molecule
0%	O=C(CCCc1ccc(F)cc1)N[C@@H]1CCOC[C@H]1Oc1ccccn1
-27%	Cc1cc2c(=O)oc(-c3ccccc3Br)nc2s1
?	CCc1cccc(NC(=O)Cn2c(=O)ccc3cc(S(=O)(=O)N4CCC(C)CC4)ccc32)c1
-32%	COc1cc2c(c(OC)c1)C(c1cccc(Cl)c1Cl)C1=C(CCCC1=O)N2 (stereo not drawn)
-6%	CCOc1ccc(NS(=O)(=O)c2ccc3[nH]cc(C(=O)NCCOC)c(=O)c3c2)cc1
11%	CC(C(=O)Nc1ccc(F)c(F)c1)N1CCC(C(=O)NCc2ccccc2)CC1 (stereo not drawn)
8%	CCc1nnc(Cn2cnc3scc(-c4ccccc4)c3c2=O)o1
-11%	CCCNc1c(NC(=O)NCc2ccc(C)cc2)c(=O)oc2ccccc12
-28%	CC(C)(C)C(=O)Cn1c(=O)n(-c2ccc(Cl)c(Cl)c2)c(=O)c2c3c(sc21)CCCC3
-10%	Cc1ccc(CCNC(=O)CCCn2nc(C)c3c(C)n(-c4ccccc4)nc3c2=O)cc1
6%	O=C(Cn1nc2c(cc1=O)CCCC2)Nc1nc(-c2ccc3c(c2)OCO3)cs1
0%	COc1cc(OC)c(NC(=O)Cc2c(C(=O)O)c(C)cn2C)cc1Cl
19%	Cc1ccc(S(=O)(=O)[C@H]2CS(=O)(=O)C[C@@H]2NC(C)C)cc1
-15%	CN(Cc1cccnc1)c1nc2c(c(=O)[nH]1)CCN(Cc1ccncc1)CC2
3%	COC(=O)C1C(=O)CC(C)(O)C(C(=O)OC)C1c1ccc(C(C)C)cc1 (stereo not drawn)

Other results follow:
KDM5B inh	Molecule
-13%	CCC1(N2CCN(C(=O)c3ccc(C(F)(F)F)s3)CC2)CCN(C(=O)NC)C1 (stereo not drawn)
?	COC(=O)c1cc(NC(=O)CCc2c(C)nc3nc(C)nn3c2C)cc(C(=O)OC)c1
28µM*	CN(c1cc(=O)c2ccnc(Nc3ccc(F)c(Cl)c3)c2o1)C1CCOCC1
?	CC(C)[S+](=O)([O-])N1CCC(c2nnc3n2C(C(=O)O)CC3)CC1 (stereo not drawn)
?	Cc1cccc(C)c1NC(=O)CSCc1cnn(-c2ccccc2)c1-n1cccc1
13%	CCN1CCN(c2cc(C)c3cc(NC(=O)c4cc(Cl)ccc4OC)ccc3n2)CC1
2%[86.2 µM]	C#CCN(C)Cc1nc(C2(O)CCN(CC3CCCCC3)CC2)cs1
-10%[86.2 µM]	O=C1OC[C@@H]2CCN(C3CCCC3)Cc3ccc(F)cc3N12
?	Cc1ccc(C)c(NC(=O)Cn2c(=O)n(-c3ccccc3C)c(=O)c3c2c2cc(C)ccc2n3C)c1
7%	CSc1ccccc1C(=O)N1CCOC(Cc2cccc(F)c2)C1 (stereo not drawn)
?	O=C(Nc1ccc(F)c(Cl)c1)N1CC=C(c2c[nH]c3ccccc23)CC1
-11%	COc1ccc(CNC(=O)Cn2nnc(-c3ccc(S(C)(=O)=O)cc3)n2)cc1
-25%	O=S(=O)(N[C@H]1CO[C@H]2[C@@H]1OC[C@@H]2Nc1nccc(C2CCCC2)n1)c1cccc2cccnc12
?	Cc1[nH]c2ccccc2c1CC(=O)N1CC[C@@](O)(C2CCOCC2)[C@H](C)C1
-2%	COc1ccc(NC(=O)c2nc3ccccc3nc2N2CCCC2)cc1OC

Next part.
KDM5B inh	Molecule
-34%	Cc1noc(C2CC3(CCN(C(=O)c4nccn4C)CC3)CN2C)n1 (stereo not drawn)
-12%	O=C1C(O)=C(c2ccc(Cl)cc2)C(c2ccccc2F)N1Cc1ccccc1 (stereo not drawn)
-23%[86.2 µM]	O=C(CSc1ccncc1)N1CCN2C(=O)N(Cc3ccccc3)C(=O)[C@H]2C1
?	CCN1c2cc(C(=O)NC3CCCCC3)ccc2C(=O)N2CCCCCC21 (stereo not drawn)
-2%	CCOC(=O)N1CCN(Cc2cc(=O)oc3ccc(C)cc23)CC1
15%	CCOC(=O)CNC(=O)C(CC(N)=O)NC(=O)OC(C)(C)C (stereo not drawn)
?	CCn1cc(Cl)c(C(=O)N2CCc3c(nc(-c4ccccc4)[nH]c3=O)C2)n1
-17%	CC(=O)c1cccc(NC(=O)Cn2c(=O)oc3cc(S(=O)(=O)NC4CCCC4)ccc32)c1
-17%	O=C1CCN(S(=O)(=O)c2ccccc2)CCCN(C(=O)c2ccccn2)CCN1
?	COc1cc(C2CC(=O)Nc3c2ncn3-c2cccc(C(F)(F)F)c2)cc2c1OCO2 (stereo not drawn)
-11%	Cc1cc(C[C@@H]2COC[C@@H]2NC(=O)c2cc(=O)n(-c3ccccc3)[nH]2)on1
?	NC(Cc1c[nH]c2ccccc12)C(=O)O (stereo not drawn)
-17%	COc1ccccc1NC(=O)Cn1c(=O)n(Cc2ccccc2)c(=O)c2sc3ccccc3c21
12%	Cn1c(=O)[nH]c(=O)c2[nH]c(N(Cc3ccccc3)Cc3ccccc3)nc21
-27%	CC1(c2ccccc2)N(Cc2ccc(O)cc2)C(=O)OC12CCN(C(=O)Cc1ccccc1)CC2 (stereo not drawn)

Continuation:
KDM5B inh	Molecule
-19%	CCn1c(=O)cc(OCC(=O)N2CCN(c3ccccc3OC)CC2)c2ccccc21
?	OC1CCCN(CC(O)COC(c2ccc(F)cc2)c2ccc(F)cc2)C1 (stereo not drawn)
1%	O=C(COc1ccc2c(=O)c(-c3ccccc3)coc2c1)NCCC1=CCCCC1
35µM*	CNC(=O)c1ccc2ccnn2c1
25%	O=C(NCCCCNC(=O)C(c1ccccc1)c1ccccc1)C(c1ccccc1)c1ccccc1
12%[115 µM]	Cc1ccc(C(=O)N2CCCC3(C2)C(=NC2CCCC2)NC(=O)N3c2cccnc2)cc1 (stereo not drawn)
-36%[86.2 µM]	COc1ccc(CN2Cc3[nH]nc(-c4cccc(OC)c4)c3CC2=O)cc1
?	Cc1ccc(CNC(=O)CSc2n[nH]c(-c3ccc(F)cc3)n2)cc1
-15%	COCc1nncn1C1CCN(C(=O)c2cc(F)ccc2Cl)CC1
-10%	Cc1ccc(N(C(C)C(=O)NCc2cccnc2)S(C)(=O)=O)cc1C (stereo not drawn)
16%	Cc1ccccc1-n1c(=O)n(Cc2ccccc2)c(=O)c2[nH]cnc21
4%	O=C1c2ccccc2S(=O)(=O)N1Cc1nc(-c2cccc(Br)c2)cs1
-5%	COc1nc2ccccc2cc1-c1noc(-c2ccncc2)n1
7%	COCC1CN(C(C)=O)CC12CCN(C(=O)c1cccnc1C)CC2 (stereo not drawn)
-7%	O=C(CSc1nc2ccccc2o1)Nc1ccc(O)cc1

(next part)
KDM5B inh	Molecule
-8%	Cc1cc(C(=O)CSc2nnc(COc3ccccc3)n2CCC(C)C)c(C)n1Cc1ccc(F)cc1
?	O=C(NCCc1csc(-c2ccc(F)cc2)n1)c1cccs1
6%	O=C(CN1CCN(C(=O)c2cc(-c3ccccc3)nc3ccccc23)CC1)N1CCOCC1
-1%	COCCNC(=O)Cn1ccn2nc(-c3ccc(F)cc3)c(CO)c2c1=O
-18%	Cc1cc(C)cc(NC(=O)c2cc(CN3CCCC3)on2)c1
?	COc1ccccc1-c1nc(C(=O)N2CCN(c3ncccn3)CC2)n2ccccc12
11%	O=C(c1nn(Cc2ccccc2)c(=O)c2ccccc12)N1CCCSc2ccccc21
?	CCOC(=O)C1CCN(C(=O)c2ccc3c(=O)n4nc(Nc5cc(C)ccc5C)sc4nc3c2)CC1
5%	CCCn1c(=O)sc2cc(NC(=O)c3ccccc3OCC)ccc21
4%	Cc1cccc(CN(C(=O)c2ccco2)c2ccc(CC(=O)N3CCCC3)cc2)c1
25µM*	O=C(NCc1nnc2cc(-c3nc(C4CC4)no3)ccn12)c1c(F)cccc1F
18%	CC(Oc1ccccc1)c1nc(-c2ccc(Br)cc2)no1 (stereo not drawn)
14%	CC1CCC(NC(=O)c2cc(-c3ccncc3)nc3ccccc23)CC1 (stereo not drawn)
?	CCOC(=O)c1ccc(N2C(=O)c3n[nH]c(-c4ccco4)c3C2c2cccc(OC)c2)cc1 (stereo not drawn)
6%	Cc1cc(C)c2oc(C(=O)Nc3ncc(Cc4ccccc4)s3)cc(=O)c2c1

Next section:
KDM5B inh	Molecule
-1%	CC(C)Cc1noc(CSc2cc(C(N)=O)c3ccccc3n2)n1
-17%	CCC1CN(C(=O)c2ccc(NCc3cnn(CC)c3)nc2)CCN1C(C)C (stereo not drawn)
-6%	CN(CC(=O)NCC1CCN(c2cnn(C)c(=O)c2)C1)C1CCNCC1 (stereo not drawn)
-24%	Cc1ccc2sc(N(CCCN(C)C)C(=O)c3ccco3)nc2c1C
2%	COc1ccc(Br)cc1CSc1nnc(C2CC2)n1C
-29%	O=C(c1ccncc1)N1CCC2(CC1)CC(N1CCCCC1)CCO2 (stereo not drawn)
-8%	CCOC(=O)c1c(NC(=O)NC(C)(C)C)sc2c1CCN(C)C2
-8%	COCCn1ncc(N2CCCC(CC(=O)NCc3cccc(C)c3)C2)cc1=O (stereo not drawn)
-6%&-5%	COc1ccc(-c2cnc(N)nc2-c2ccc(OCc3ccccc3)cc2O)cc1
33%	CC1CC(C)CN(C(=O)COC(=O)c2ccc(N3CCCC3=O)cc2)C1 (stereo not drawn)
14%	CC(=O)c1ccc(NS(=O)(=O)c2ccc(C)cc2)cc1
-42%	Cc1ccc(-n2cccc2CC(=O)NCC(C)C)cc1
?	Fc1ccc(-n2ncc3c(Nc4ccc(Oc5ccc(Cl)cc5)cc4)ncnc32)cc1
18%	C/C(=N/Nc1ccc(C(F)(F)F)cn1)c1ccc([N+](=O)[O-])cc1
-14%	O=C(NCC1Cn2cccc2C(=O)N1Cc1ccccc1)C1CC1 (stereo not drawn)

New compounds follow
KDM5B inh	Molecule
25µM*	COCCCNC(=O)C1CCCN(Cc2ccncc2)CCC(=O)NCC1 (stereo not drawn)
10%	O=C(Nc1cc(F)ccc1F)c1nc2ccccc2nc1N1CCCCC1
26%	c1ccc(-c2ccc(CNCCCn3ccnc3)cc2)cc1
-31%	O=C(O)C[C@@H]1CCN(C(=O)C2CCCCC2)C[C@@H]1CCN1CCN(c2ccccn2)CC1
-14%	COc1ccccc1C(=O)NC1CCN(c2cc(C(F)(F)F)nc(C)n2)CC1
-26%	CC(C)S(=O)(=O)N1CCC(CCOc2ccccc2)C1 (stereo not drawn)
-12%	COc1ccc(NC(=O)C2CCCN(c3cnc4nc(C)c(C)nc4c3)C2)c(C)c1 (stereo not drawn)
-11%	CC(C)c1nn2c(=O)cc(COC(=O)c3ccco3)nc2s1
-30%	CCc1ccc(-n2c(=O)c3c4c(sc3n(Cc3ccc(C)cc3)c2=O)CCC4)cc1
?	NC(=O)COc1ccc(C(=O)N[C@@H]2CN(C(=O)Nc3cccc(C(F)(F)F)c3)CCC[C@H]2O)cc1
-24%	CC(C)c1cc(C2CCCN2C(=O)CCc2cc3n(n2)CCCNC3)no1 (stereo not drawn)
?	CCc1ccccc1CN1CCCCC12Cc1ccccc1CNC2=O (stereo not drawn)
80%[activator]	COc1ccc2cc(C(=O)N3CCN(S(=O)(=O)c4ccc(C)cc4C)CC3)c(C)nc2c1
48%[activator]	O=C(C[C@@H]1CCNC[C@@H]1Cc1cc(CN2CCCCC2)on1)N1CCN(c2ccccc2)CC1
-12%	COc1ccc(C(=O)N2CCC(Cc3nncn3Cc3ccccc3)C2)cc1 (stereo not drawn)

Next compounds
KDM5B inh	Molecule
-12%	COc1ccc(NC(=O)Cc2ccccc2)c2cccnc12
2%	Brc1ccc(C2=NOC(c3cccs3)C2)cc1 (stereo not drawn)
13%	CCC(O)CNC(=O)c1cn2cc(-c3ccc(F)cc3)n(CC=C(C)C)c(=O)c2n1 (stereo not drawn)
11%	Cc1cc(C(=O)NC(C)c2ccc(C(F)(F)F)cc2)c(C)o1 (stereo not drawn)
3%	CCO[C@H]1CN(C(=O)CCCc2nc(-c3ccccc3OC)no2)C[C@@H]1O
-13%	Cc1ccc(CC(=O)N(C)Cc2nc(-c3ccccc3)no2)cc1
-10%	COc1ccccc1C(NC(=O)c1csc(-c2ccco2)n1)c1nccn1C (stereo not drawn)
?	COc1cc2c(cc1NC(=O)Cc1ccccc1C)oc1ccccc12

By substructure, the entries above containing an NH in an aromatic ring (twelve)
KDM5B inh	Molecule
-6%	CCOc1ccc(NS(=O)(=O)c2ccc3[nH]cc(C(=O)NCCOC)c(=O)c3c2)cc1
-15%	CN(Cc1cccnc1)c1nc2c(c(=O)[nH]1)CCN(Cc1ccncc1)CC2
?	O=C(Nc1ccc(F)c(Cl)c1)N1CC=C(c2c[nH]c3ccccc23)CC1
?	Cc1[nH]c2ccccc2c1CC(=O)N1CC[C@@](O)(C2CCOCC2)[C@H](C)C1
?	CCn1cc(Cl)c(C(=O)N2CCc3c(nc(-c4ccccc4)[nH]c3=O)C2)n1
-11%	Cc1cc(C[C@@H]2COC[C@@H]2NC(=O)c2cc(=O)n(-c3ccccc3)[nH]2)on1
?	NC(Cc1c[nH]c2ccccc12)C(=O)O (stereo not drawn)
12%	Cn1c(=O)[nH]c(=O)c2[nH]c(N(Cc3ccccc3)Cc3ccccc3)nc21
-36%[86.2 µM]	COc1ccc(CN2Cc3[nH]nc(-c4cccc(OC)c4)c3CC2=O)cc1
?	Cc1ccc(CNC(=O)CSc2n[nH]c(-c3ccc(F)cc3)n2)cc1
16%	Cc1ccccc1-n1c(=O)n(Cc2ccccc2)c(=O)c2[nH]cnc21
?	CCOC(=O)c1ccc(N2C(=O)c3n[nH]c(-c4ccco4)c3C2c2cccc(OC)c2)cc1 (stereo not drawn)
